# TSG101-PTAP inh: blocks PTAP/TSG101 interaction to inhibit HIV-1 budding; Q99816; Fluorescence polarization, FITC-PTAP peptide / Tsg101 binding; Potency, µM (series often up to 115 µM), for inactives: at the top dose activity change, negative = inhibition, usual class: inhibitors; 340,000 tested, under 10 active; AID 493005; active means well fitted inhibition curve with a large enough effect in the main read-out, with a control signal flat, not every such curve was filed as active; inconclusive means small, poorly fitted or top-dose-only effect, or effect the other way, or a change in a side signal; inactive means no such curve, though single readings can be large or run the other way; further: potency means the concentration at half of the fitted maximal effect; % of control where 0% means no effect
#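 Tsg101 binding domain (10 uM final) was mixed with compound and a FITC-labeled PTAP peptide (50 nM final) in HEPES pH 7.5 buffer with NaCl, Tween 20, EDTA and TCEP; fluorescence polarization was read after 20 min at r.t.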
# Integrin act MD: activators of alpha7 integrin expression for muscular dystrophy | alpha7betagal myoblasts, beta-gal FDG fluorescence, 48 h | Potency, µM (highest dose often 38.3 µM), inactives show top-dose activation, hits mostly activators | 0.064% of 350,000 active;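 further: potency means the concentration at half of the fitted maximal effect; 100% = response of the positive control SU9516; nearly all actives have a fitted effect of over 60% in size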
#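 Alpha7betagal+/- myoblasts (passage 13) were plated 16-24 hr, then exposed to compounds (1:260 dilution of DMSO stock) for 48 hours at 37C. After MPER lysis, β-galactosidase reporter activity was read as FDG fluorescence (ex 480/em 540) after 30 minutes.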
# S-ASM inh: inhibitors of human secretory acid sphingomyelinase | P17405 | Potency, µM (doses to about 57.5 µM), without a hit: top-dose activity change, negative = inhibition, most hits filed as inhibitors | 0.006% of 340,000 active | placental ASM, HMU-PC fluorogenic substrate, 60 min; further: potency means the concentration at half of the fitted maximal effect
# Target sequence (P17405 47-631 limits assumed): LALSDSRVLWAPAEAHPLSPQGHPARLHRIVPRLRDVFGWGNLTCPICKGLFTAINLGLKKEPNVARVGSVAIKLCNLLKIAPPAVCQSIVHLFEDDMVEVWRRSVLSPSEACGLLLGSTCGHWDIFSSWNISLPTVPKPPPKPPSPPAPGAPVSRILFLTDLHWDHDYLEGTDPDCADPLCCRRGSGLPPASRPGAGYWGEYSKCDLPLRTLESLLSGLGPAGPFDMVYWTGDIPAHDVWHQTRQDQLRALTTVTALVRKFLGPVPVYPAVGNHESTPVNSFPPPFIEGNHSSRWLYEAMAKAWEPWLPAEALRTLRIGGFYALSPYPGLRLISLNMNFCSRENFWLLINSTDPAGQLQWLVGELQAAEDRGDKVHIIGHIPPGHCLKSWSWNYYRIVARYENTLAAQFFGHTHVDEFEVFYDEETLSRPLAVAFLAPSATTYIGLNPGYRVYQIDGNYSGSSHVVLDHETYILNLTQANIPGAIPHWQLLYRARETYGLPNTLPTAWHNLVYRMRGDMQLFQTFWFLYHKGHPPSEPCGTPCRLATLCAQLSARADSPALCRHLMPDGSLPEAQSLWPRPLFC
#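 Human placenta-derived ASM enzyme was preincubated with compound for 10 minutes at room temperature, then given fluorogenic substrate HMU-PC0 (9 uM final) for 60 minutes at 37 °C; a pH 10 stop preceded fluorescence reading at Ex 386/Em 447 nm.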
# Eya2 inh: blocks the phosphatase activity of human Eya2; 0.006% of 330,000 active; O00167; recombinant Eya2, OMFP fluorescence dephosphorylation (OMFP is methylfluorescein phosphate); Potency, µM (titrated, usually from 76.9 µM), for inactives: at the top dose activity, negative = inhibition, hits mostly inhibitors; further: potency means the concentration at half of the fitted maximal effect; on the % scale 0 is the no-effect control and ±100 the full control effect
#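 Eya2 protein (added as 0.2 uM solution) was preincubated with compound for 10 min at ambient temperature in 50 mM HEPES pH 7.5, 50 mM NaCl, 5 uM MgCl2, 0.05% BSA, 1 mM DTT. OMFP (added at 50 uM) then reacted 10 min; fluorescence read at 485/525 nm.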
# ELG1 DNA repair: ELG1-dependent DNA repair inhibition. HEK293T ELG1-luciferase reporter, luminescence, 16 h; DNA damage induced by 5-fluorouridine. Potency, µM (series often up to 46.1 µM), for inactives: top-dose activity change, negative = inhibition, actives largely listed as inhibitors. 2.3% of 330,000 active; further: potency means the concentration at half of the fitted maximal effect; on the % scale 0 is the no-effect control and ±100 the full control effect; nearly all actives have a fitted effect of over 55% in size
#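 Luminescence from the luciferase reporter, measured 30 min after ONE-Glo reagent at room temperature, was the read-out. Beforehand, 2,000 cells per well were exposed for 16 hr at 37 °C to 5-fluorouridine together with compound or vehicle.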
# Tb PFK block: blocks T. brucei phosphofructokinase. T. brucei PFK, ADP-Glo luminescence. 0.17% of 330,000 active. Potency, µM (doses to about 57.5 µM), inactives show top-dose activity, negative = inhibition, hits mostly inhibitors. O15648;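 further: potency means the concentration at half of the fitted maximal effect; 0% = uninhibited 1x PFK enzyme wells and -100% = no-enzyme wells; nearly all actives have a fitted effect of over 60% in size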
# Target sequence (O15648 whole entry, looked up): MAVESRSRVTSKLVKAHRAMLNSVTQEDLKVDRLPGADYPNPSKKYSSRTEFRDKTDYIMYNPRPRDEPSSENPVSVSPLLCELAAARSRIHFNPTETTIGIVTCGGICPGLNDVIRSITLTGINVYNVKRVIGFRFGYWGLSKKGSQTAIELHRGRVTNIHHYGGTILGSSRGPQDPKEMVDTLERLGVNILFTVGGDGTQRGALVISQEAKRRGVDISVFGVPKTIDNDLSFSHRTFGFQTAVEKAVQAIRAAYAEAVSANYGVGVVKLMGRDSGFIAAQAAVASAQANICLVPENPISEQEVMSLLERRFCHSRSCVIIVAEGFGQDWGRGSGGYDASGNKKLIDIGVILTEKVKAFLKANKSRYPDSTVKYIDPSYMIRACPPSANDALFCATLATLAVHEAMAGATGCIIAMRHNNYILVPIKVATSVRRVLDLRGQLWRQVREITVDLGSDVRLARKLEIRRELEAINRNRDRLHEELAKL
#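 Luminescent ADP detection (ADP-Glo, two-step: ATP depletion then ADP-to-ATP conversion for luciferase) reported PFK activity after 45 min room-temperature reaction of 1.25 nM enzyme with 0.5 mM F6P and 0.1 mM ATP at pH 8.0.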
# BCR signal inh: blocks chronic active B-cell receptor signaling; ABC-DLBCL IkBa-CBG/CBR reporter, luminescence ratio, 4 h; Potency, µM (titrated, usually from 46.1 µM), without a hit: at the highest dose ratio change, negative = lower green/red ratio, usual class: inhibitors; 0.05% of 340,000 active; AID 493014; active means well fitted inhibition curve with a large enough effect in the signal ratio, with a control signal flat, not every such curve was filed as active; inconclusive means small, poorly fitted or top-dose-only effect, or effect the other way, or a change in a side signal; the % refers to the signal ratio;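 further: potency means the concentration at half of the fitted maximal effect; plate controls were basal doxycycline-induced cells for no effect and cells given 10 µM MG132 for full effect; MG132 reads +100%, hits lower the ratio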
#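 Concentration-response series (up to 46 uM) were applied to TMD8 dual-reporter cells for 4 h at 37C with doxycycline. Green/red ratio, after filter-overlap correction, defined %Activity; red signal alone was normalised to basal cells and zero luminescence.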
# TSHR antag: antagonists of human thyroid stimulating hormone receptor | P16473 | TSHR-expressing cells, TSH-stimulated cAMP HTRF, 2 h; active compounds read low | activity change, negative = inhibition, % at 11.5 µM | 0.2% of 330,000 active;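 active means activity change below a set negative limit, meaning inhibition stronger than a set level, cut at about -70% in these data; inconclusive means activity change between two set negative limits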; further: on the % scale 0 is the no-effect control and ±100 the full control effect
#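 Freshly harvested TSHR cells receive pin-tooled compound, then EC80 TSH at 4nM final. After 2 hours at 37 deg C, antibody in lysis buffer and cAMP-d2 are added; 30 minutes at ambient temperature precede the HTRF read.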
# TCR act: T cell receptor activation. 330,000 tested, under 10 active. Potency, µM (series often up to 9.22 µM), without a hit: top-dose activation of IL-2 secretion, usual class: activators. primary human leukocytes, anti-CD3, IL-2 HTRF, 48 h; further: % of control where 0% means no effect
#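 IL-2 release read by HTRF sandwich (Eu cryptate donor, d2 acceptor, 665 nm emission) after 48 hr exposure of primary human leukocytes to compound together with anti-CD3 beads in the absence of co-stimulatory signals.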
# AT treatment: candidate therapy for ataxia-telangiectasia; […] A-T fibroblasts, KAP-1 phosphorylation AlphaLISA; neocarzinostatin DNA damage 30 min before lysis; Potency, µM (doses to about 57.5 µM), inactives show at the highest dose activation, usual class: activators; 0.19% of 320,000 active; AID 485349; further: potency means the concentration at half of the fitted maximal effect; % of control where 0% means no effect; nearly all actives have a fitted effect of over 45% in size
#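 hTERT-immortalized A-T patient fibroblasts ([…]), 500 cells/well in OPTI-MEM, 1% FBS, got compounds for 60 min, then NCS for 30 min at 37C. Lysates were then assayed for phospho-KAP-1 by AlphaLISA (anti-pKAP1 donor, anti-KAP1 acceptor beads), 6 hr at 25C.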
# Mito fusion act: inhibitors of mitochondrial division or activators of mitochondrial fusion. AID 485298. 0.23% of 320,000 active. Potency, µM (highest dose often 46.1 µM), inactives show at the highest dose growth rescue (activation), most hits filed as activators. S. cerevisiae fusion-defective mutant growth rescue, CellTiterGlo 48 h;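 further: potency means the concentration at half of the fitted maximal effect; % of control where 0% means no effect; nearly all actives have a fitted effect of over 45% in size; temperature-sensitive fusion mutants such as fzo1-1 at 37 °C on non-fermentable ethanol glycerol medium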
#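 Temperature-sensitive fusion-defective S. cerevisiae (e.g. fzo1-1, mgm1-5) were grown with compound in YPEG medium (3% ethanol, 3% glycerol) for 48 hours at 37C. Growth rescue was measured as viability by CellTiterGlo luminescence after 10 minutes at ambient.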
# * marks the source's active call; other numbers are inactive results; u = inconclusive; x = no result given; [ ] = another dose, or the depositor's remark. Unless noted, the call rests on the fitted dose curve; in most records, active means well fitted curve in the direction sought with a large enough effect; inconclusive means small, poorly fitted or top-dose-only effect, or another doubt; inactive means no such curve, though single readings can be large; an effect the other way counts as inactive or inconclusive.
Compound,TCR act,AT treatment,Eya2 inh,Tb PFK block,Integrin act MD,TSG101-PTAP inh,BCR signal inh,S-ASM inh,TSHR antag,ELG1 DNA repair,Mito fusion act
CCOC(=O)[C@H]1[C@H]2COc3ccc(Cl)cc3[C@@H]2N2C(=O)c3ccc(Cl)cc3NC(=O)[C@@]12C,0%,4%,24%,0%,24%,0%,u,-5%,1,-2%,23%
CS(=O)(=O)Nc1ccc(C2=NN(C(=O)c3ccco3)C(c3ccccc3)C2)cc1 (centres undefined),0%[46.1 µM],-1%,6%,-1%,-20%,-5%,u,-3%,7,-8%,0%
CCOC(=O)CCn1c(CC(=O)OCC)nc2ccccc21,3%,2%,5%,-1%,-28%[7.66 µM],-6%,-1%,-1%,-12,0%,5%
CCOC(=O)c1c(NC(=O)CSc2nnnn2-c2ccccc2)sc2c1CCC(C)C2 (centres undefined),11%,-1%,-10%,2%,-10%,0%,5%,-8%,5,2%,0%
NS(=O)(=O)c1ccc(CNC(=O)NC2(c3ccccc3)CC2)cc1,-1%,21%,-1%,-11%,21%,0%,3%,-5%,-1,-1%,2%
Cc1ccc(N(CC(=O)NCc2ccccc2)C(=O)CCC(=O)Nc2nccs2)cc1,8%,0%,-12%,17%,22%,2%,-6%,7%,17,-1%,5%
CCCN(CC(=O)Nc1ccccc1C)C(=O)C1CC(=O)N(c2cccc(C)c2C)C1 (centres undefined),6%,-8%,4%,-6%,-11%,-5%,-1%,-1%,3,7%,-10%
O=C(NC1CCCCCC1)c1ccc(CS(=O)Cc2cccc(Cl)c2)o1 (centres undefined),-6%,u,-3%,0%,0%,-7%,5%,-1%,-6,0%,0%
O=C(O)CCc1ccc(S(=O)(=O)N2CCOCC2)cc1,0%,0%,16%,2%,-10%,2%,9%,-3%,17,-10%,2%
CC(C)c1cc2cc3ccc(=O)oc3cc2o1,-15%,-4%,-1%,1%,-1%,1%,u,8%,0,u,2%
CCOC(=O)c1c(C)[nH]c(C2=NNC(=Nc3cccc(Cl)c3)SC2)c1C,2%[46.1 µM],-6%,2%,-14%,x,x,6%,x,2,u,15%
COc1ccccc1/C=C/C=N/n1c(-c2ccc(C)cc2)n[nH]c1=S,1%[46.1 µM],-7%,-7%,-2%,-4%,0%,-7%,-5%,6,9%,-15%
Cc1ccc(CSc2nnc(-c3cccc4ccccc34)o2)cc1,-7%,5%,25%,0%,x,-9%,2%,-10%,-23,20%,x
O=C(O)c1ccccc1S(=O)CCO (centres undefined),9%,-1%,9%,0%,0%,-8%,8%,4%,9,-2%,-6%
COc1ccc(CCN(C)C2CCCN(S(=O)(=O)C(C)C)C2)cc1OC (centres undefined),-4%,3%,5%,-4%,u,-3%,0%,3%,6,-26%,1%
Nc1c(C(=O)Nc2ccc3c(c2)OCCO3)nnn1Cc1ccc(F)cc1,-1%,-2%,-5%,6%,-22%,-1%,4%,x,-1,u,13%
COc1ccc2occ(NC(C)=O)c2c1,2%,3%,0%,-2%,u,-10%,-2%,4%,-1,u,1%
CC(=O)Nc1ccc(S(=O)(=O)N2CCSC2)cc1,-4%,-9%,-14%,-2%,-20%,-4%,9%,-2%,2,3%,0%
Clc1cccc(N2CCN(c3ncnc4nc[nH]c34)CC2)c1,6%,0%,-35%,1%,7%,-6%,1%,-1%,3,-10%,3%
CC(=O)c1ccc(NS(=O)(=O)c2ccc3ccccc3c2)cc1,1%[46.1 µM],0%,2%,-1%,-6%,-2%,0%,-3%,-3,-3%,21%
CNCCCC1Sc2ccccc2Oc2ccccc21 (centres undefined),-22%[46.1 µM],x,2%,-2%,-57%[inhibitor],-1%,u,-1%,-5,-7%,-1%
Cn1nnc2cc(C(=O)Nc3ccccc3F)ccc21,8%,-3%,u,-2%,-6%,-4%,u,4%,-5,u,3%
Cc1ccc(-c2cc(C(=O)NCc3ccccn3)c3ccccc3n2)cc1,-8%,-5%,-4%,-2%,0%,-2%,6%,-4%,4,u,3%
CN(C)C1=NCCN1CCCC1CCCCC1,-7%,-8%,-3%,0%,-7%,-1%,1%,43%,-7,2%,-9%
N#Cc1ccccc1Cn1cc(/C=C/[N+](=O)[O-])c2ccccc21,-9%,7%,5%,4%,-34%,0%,u,-6%,-24,21µM*,-7%
CCOc1ccc(Cc2n[nH]c(=S)n2N)cc1,-4%,-6%,5%,5%,-4%,-1%,-1%,0%,5,-14%,-6%
Fc1ccc(CO/N=C/C2=C(Cl)c3ccccc3CC2)cc1,1%,6%,-3%,-2%,21%,0%,u,0%,-12,u,0%
O=C(CN1C(=O)CCC1=O)Nc1nc(-c2cccs2)cs1,0%,5%,12%,-3%,39%,-2%,6%,-2%,-3,12%,9%
COc1cc2c(cc1OC)C1O[C@](c3ccsc3)(C2)Oc2c1c(=O)oc1ccc(F)cc21,x,7%[11.5 µM],10%[15.4 µM],-1%[11.5 µM],x,x,26%[9.22 µM],x,x,x,1%[9.22 µM]
Cc1cc(=O)oc2cc(OCC(=O)OCC(=O)NC3CC3)ccc12,-199%,-3%,0%,0%,-24%,-1%,-12%,37%[activator],-11,8%,7%
O=C(CN1CCCCC1)N1CCc2ccccc21,1%,0%,4%,0%,-25%,-7%,0%,2%,-15,17%,-3%
CC(/C=C1\SC(=S)N(NC(=O)c2cccc(O)c2)C1=O)=C\c1ccccc1,3%[46.1 µM],-7%,4%,0%,-16%,0%,u,u,-22,18%,-24%
CCCOc1ccccc1/C=N/NC(=O)C1CC1,5%,8%,1%,-3%,6%,-4%,-1%,-1%,-5,6%,-3%
NS(=O)(=O)c1ccc(NC(=O)COC(=O)C2(c3ccc(F)cc3)CCCC2)cc1,0%[46.1 µM],19%,2%,-1%,-8%,-4%,7%,1%,-4,-11%,7%
O=C(Nc1ccon1)c1nc[nH]c1C(=O)N1CCN(c2ccccc2)CC1,-2%,3%,7%,0%,24%,-2%,4%,0%,6,0%,x
Cc1ccc(/C=C/C(=O)Nc2ccccc2C(N)=O)cc1,-2%[46.1 µM],3%,-1%,-4%,-3%,-3%,u,1%,2,u,20%
CSc1ccccc1OCc1cc(C(=O)NCCn2ccnc2C)no1,2%,4%,0%,3%,-12%,x,-1%,-1%,5,-2%,2%
CN(c1ccc(C(=O)NCc2ccccn2)cc1)S(C)(=O)=O,0%,11%,0%,-3%,12%,-8%,-5%,4%,7,u,1%
CCn1c(C)nnc1SCC(=O)Nc1ccc(C(C)=O)cc1,-1%,2%,-22%,4%,-15%,-4%,0%,7%,8,-1%,-2%
Cn1c(=O)c2c(ncn2CC(=O)N(Cc2ccccc2)c2ccccn2)n(C)c1=O,0%,3%,-7%,-10%,12%[7.66 µM],-3%,1%,3%,-3,9%,-2%
Cc1ccc(CSc2nsc(C)c2C#N)cc1,-3%,13%,0%,-3%,-33%,-5%,-1%,-6%,-9,u,-6%

# Among those listed so far, 2 contain a cyano group.
Compound,TCR act,AT treatment,Eya2 inh,Tb PFK block,Integrin act MD,TSG101-PTAP inh,BCR signal inh,S-ASM inh,TSHR antag,ELG1 DNA repair,Mito fusion act
N#Cc1ccccc1Cn1cc(/C=C/[N+](=O)[O-])c2ccccc21,-9%,7%,5%,4%,-34%,0%,u,-6%,-24,21µM*,-7%
Cc1ccc(CSc2nsc(C)c2C#N)cc1,-3%,13%,0%,-3%,-33%,-5%,-1%,-6%,-9,u,-6%

# Screening data: PubChem, National Center for Advancing Translational Sciences (NCATS)
